Bioassay records as filed in PubChem BioAssay.
STAT3 blocker – STAT3 signaling inhibition. U3A cells, IL-6 STAT3-luciferase reporter, luminescence; host cell line lacks STAT1. inhibition, % at 5.5 µM. actives 0.89% (n = 190,000). AID 862;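 active = inhibition above the mean inhibition across all screened compounds plus 3 SD, cut at about 44% in these data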;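 note: 0% = DMSO only wells and 100% = 100 µM nifuroxazide control wells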
PPARg SRC1 recr – promotes SRC-1 coactivator recruitment by human PPARgamma; actives 0.41% (n = 200,000); activation, % at 8 µM; PPARgamma-SRC-1 coactivator recruitment biochemical assay; AID 631; P37231; in the data active = activation above about 19%;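 note: 0% = DMSO and 100% = reference agonist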
Target sequence (P37231 whole entry, looked up): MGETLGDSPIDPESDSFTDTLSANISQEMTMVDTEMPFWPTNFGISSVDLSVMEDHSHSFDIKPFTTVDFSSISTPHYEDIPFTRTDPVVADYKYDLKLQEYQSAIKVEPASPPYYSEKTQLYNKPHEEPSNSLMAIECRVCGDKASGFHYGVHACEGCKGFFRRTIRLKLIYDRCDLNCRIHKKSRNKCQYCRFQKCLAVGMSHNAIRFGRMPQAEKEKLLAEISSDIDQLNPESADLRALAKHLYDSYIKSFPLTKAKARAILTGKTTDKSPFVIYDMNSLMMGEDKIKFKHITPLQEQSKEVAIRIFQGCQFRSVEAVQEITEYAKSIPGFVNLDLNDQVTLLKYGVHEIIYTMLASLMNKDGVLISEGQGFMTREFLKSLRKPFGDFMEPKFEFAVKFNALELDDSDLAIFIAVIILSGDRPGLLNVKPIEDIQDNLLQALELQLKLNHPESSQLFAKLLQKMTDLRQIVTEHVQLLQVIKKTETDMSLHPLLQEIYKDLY
PPARg SRC-3 ag – PPARgamma-driven SRC-3 recruitment agonism | biochemical PPARgamma/SRC-3 coactivator recruitment assay | activation, % at 8 µM | actives 0.26% (n = 200,000) | AID 731; in the data active = activation above about 23%;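 note: 0% = DMSO and 100% = reference agonist; some compounds past the cut are filed as inactive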
TLR4-MyD88 BLA – TLR4-MyD88 interaction inhibition in cells; actives 0.18% (n = 200,000); inhibition, % at 8.4 µM; HeLa CL3-4 TLR4/MyD88 BLA complementation, FRET ratio; O00206+Q99836; in the data active = inhibition above about 25%;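 note: 0% = vehicle and 100% = reference inhibitor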
STAT1 blocker – STAT1 signaling inhibition. NIH 3T3 STAT1-luciferase reporter, IFN-gamma, luminescence. inhibition, % at 5.5 µM. actives 0.35% (n = 200,000);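 active = inhibition above a set limit, the mean inhibition across all tested compounds plus 3 SD, cut at about 34% in these data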;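 note: 0% = IFN-gamma with DMSO and 100% = IFN-gamma with 300 µM nifuroxazide; values of inactives mirror those of a sister screen read the other way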
S1P3 antagonist – antagonists of human S1P3 receptor | Q99500 | CHO S1P3 NFAT-BLA reporter, FRET fluorescence, antagonist mode | inhibition, % at 4.98 µM | actives 0.27% (n = 170,000) | AID 485;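 active = inhibition above the plate cutoff, the mean inhibition of test wells on that plate plus 3 SD, cut at about 28% in these data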;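 note: cells challenged with S1P at its EC80 of 0.8 µM; blue over green emission ratio from cleaved BLA substrate after 4 h stimulation; 0% = S1P-stimulated wells and 100% = unstimulated DMSO-only wells; some compounds past the cut are filed as inactive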
SRC2 TRFRET art – flags TR-FRET format artefacts in PPARgamma SRC-2 recruitment agonist screen. TR-FRET artefact counter-screen; active compounds read high. TR-FRET ratio at 8 µM. actives 0.4% (n = 200,000). AID 1049; in the data active = TR-FRET ratio above about 2000; note: inactives centre near 1500
STAT3 activator – increases IL-6 driven STAT3 reporter signal; actives 0.91% (n = 190,000); U3A cells, IL-6 STAT3-luciferase reporter, luminescence; 100% = signal with IL-6 EC80 alone; AID 871; activation (% of control), % at 5.6 µM;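 active = activation above the screen-wide mean of compound activation plus 3 SD, cut at about 130% in these data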;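 note: 0% = background luminescence of wells with medium and substrate only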
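Material: human STAT1-deficient U3A cells with stable STAT3-luciferase reporter / Probe or stimulus: IL-6 stimulus at 33 ng/mL final / Schedule: 1 h compound pre-exposure, 6 h IL-6 stimulation, 37 °C / Technique: luminescence / Read-out basis: percent of IL-6-only median luminescence / Control set: IL-6-only high control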
RAM network inh – blocks the yeast RAM network | S. cerevisiae dse1pr::URA3 reporter, 5-FOA growth OD615, 2 d; analog-sensitive cbk1-as2 kinase mutant strain | inhibition, % at 50 µM | actives 1.8% (n = 190,000);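 active = inhibition above a set limit, 3 SD over mean compound inhibition, cut at about 8.4% in these data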;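 note: 0% = DMSO-only wells with no growth and 100% = 10 µM 1-NA-PP1 full growth; inhibition rescues growth on 5-FOA so higher OD means more RAM inhibition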
PPARg SRC-2 ag – PPARgamma-driven SRC-2 recruitment agonism; P37231; PPARgamma LBD-SRC-2 recruitment, biochemical; activation, % at 8 µM; actives 0.34% (n = 200,000); in the data active = activation above about 22%;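 note: 0% = vehicle and 100% = reference agonist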
ROMK mod – human ROMK K+ channel modulation, primary screen; P48048; Tet-inducible ROMK, thallium flux fluorescence; actives lie on both sides; B-score at 10 µM; actives 2% (n = 130,000); AID 1918;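 active = signal ratio slope over the read window, or its plate-corrected B-score, at least 3 SD from the plate mean, either direction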;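 note: B-score of the F/F0 ratio slope over 7 to 12 s after thallium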
Target sequence (P48048 whole entry, looked up): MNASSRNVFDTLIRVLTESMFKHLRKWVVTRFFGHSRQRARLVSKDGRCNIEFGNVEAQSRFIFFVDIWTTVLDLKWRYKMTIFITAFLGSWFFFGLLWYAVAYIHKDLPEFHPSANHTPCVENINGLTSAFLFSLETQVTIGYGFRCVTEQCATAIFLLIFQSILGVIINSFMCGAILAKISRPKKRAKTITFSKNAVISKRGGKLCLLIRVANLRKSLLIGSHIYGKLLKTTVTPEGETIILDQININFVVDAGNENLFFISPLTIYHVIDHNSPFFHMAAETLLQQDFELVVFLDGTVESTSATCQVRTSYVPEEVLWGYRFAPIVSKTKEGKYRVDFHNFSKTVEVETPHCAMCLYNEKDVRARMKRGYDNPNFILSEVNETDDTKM
* = called active by the depositor; . = not tested or not shown.

SMILES | STAT3 blocker | PPARg SRC1 recr | PPARg SRC-3 ag | TLR4-MyD88 BLA | STAT1 blocker | S1P3 antagonist | SRC2 TRFRET art | STAT3 activator | RAM network inh | PPARg SRC-2 ag | ROMK mod
Cc1c(NC(=O)C2CCN(S(=O)(=O)c3ccc(Cl)cc3)CC2)c(=O)n(-c2ccccc2)n1C | 4 | -2 | -7 | 3 | 4 | . | 1395 | 98 | 1.2 | 5 | .
Cc1ccc(CNC(=O)c2nn(C)c(C)c2[N+](=O)[O-])cc1 | 10 | 2 | -3 | 8 | -1 | -26 | 1588 | 93 | 0.6 | 8 | 0.31
Cc1csc2c(=O)n3c(nc12)CCCCC3 | 0 | 8 | -5 | -5 | 2 | -31 | 1533 | 102 | 1.5 | -3 | -0.13
CCn1c(SCC(N)=O)nc2sc3c(c2c1=O)CCCC3 | -1 | -2 | -2 | 5 | -3 | . | 1551 | 102 | 3.0 | 5 | .
CC(C)C1C(C#N)=C(N)Oc2n[nH]c(-c3ccccc3)c21 (stereo unspecified) | 13 | 2 | 0 | -24 | -2 | -21 | 1588 | 93 | 0.7 | 4 | .
CCCOc1ccc(C2C(C(=O)c3ccc(C)o3)=C(O)C(=O)N2Cc2cccnc2)cc1 (stereo unspecified) | -10 | 13 | 9 | -5 | 2 | 0 | 1524 | 110 | 0.8 | 3 | .
C=CCN(c1ccccc1Cl)S(=O)(=O)c1cccc(C(=O)NCCc2ccc(OC)cc2)c1 | -2 | 1 | 4 | 0 | 12 | 1 | 1571 | 102 | 14* | 6 | -0.23
Cc1ccc(P(=O)(CC(=O)O)c2ccc(C)cc2)cc1 | 9 | 5 | -12 | -6 | -4 | 5 | 1472 | 101 | 1.0 | -5 | .
COc1ccc(/C=N/NC(=O)CO/N=C(\C)c2cccs2)cc1 | 7 | 4 | -2 | 5 | -6 | . | 1607 | 95 | 5.1 | 12 | 0.51
COc1ccc(S(=O)(=O)N(CC(=O)N2CCN(C)CC2)c2ccccc2)cc1OC | 12 | 1 | 3 | 7 | 2 | 11 | 1693 | 93 | 2.2 | 9 | .
COc1ccc(C(C(=O)NCC2CCCO2)N(C(=O)CNC(=O)c2cccs2)c2ccc(C)cc2)cc1OC (stereo unspecified) | 2 | 2 | 5 | 5 | 0 | -10 | 1515 | 100 | 0.8 | -2 | -0.24
O=C(CN1CCOCC1)N1CCc2ccccc2C(c2ccccc2)C1 (stereo unspecified) | 6 | -4 | -1 | -1 | -6 | 22 | 1471 | 102 | -0.3 | -4 | .
CCOCCn1c(CN(Cc2ccccc2)Cc2ccccc2)nc2c1c(=O)n(C)c(=O)n2C | 12 | -1 | 0 | -10 | 9 | 31 | 1667 | 97 | 1.1 | 5 | .
COc1cccc(CNC(=O)c2ccc(CS(=O)(=O)Cc3ccc(C)cc3)o2)c1 | 18 | 7 | 3 | 6 | 6 | -19 | 1683 | 93 | 1.6 | 1 | -1.3
O=C(OCC(=O)c1ccc[nH]1)c1ccccc1 | -3 | 2 | -4 | -13 | -42 | -5 | 1454 | 104 | 1.6 | -14 | 0.76

Entries of single compounds, quoted from the list. Values in the order: STAT3 blocker | PPARg SRC1 recr | PPARg SRC-3 ag | TLR4-MyD88 BLA | STAT1 blocker | S1P3 antagonist | SRC2 TRFRET art | STAT3 activator | RAM network inh | PPARg SRC-2 ag | ROMK mod
Cc1ccc(P(=O)(CC(=O)O)c2ccc(C)cc2)cc1 is listed with 9 | 5 | -12 | -6 | -4 | 5 | 1472 | 101 | 1.0 | -5 | .
CCCOc1ccc(C2C(C(=O)c3ccc(C)o3)=C(O)C(=O)N2Cc2cccnc2)cc1 (stereo unspecified) is listed with -10 | 13 | 9 | -5 | 2 | 0 | 1524 | 110 | 0.8 | 3 | .

Later entries:
SMILES | STAT3 blocker | PPARg SRC1 recr | PPARg SRC-3 ag | TLR4-MyD88 BLA | STAT1 blocker | S1P3 antagonist | SRC2 TRFRET art | STAT3 activator | RAM network inh | PPARg SRC-2 ag | ROMK mod
O=C(Cn1c(=O)oc2ccccc21)Nc1ccc2c(c1)OCCO2 | 12 | -2 | 5 | 11 | -2 | -24 | 1634 | 94 | 2.4 | 0 | .
O=c1c2ccccc2c2ccccc2c(=O)n1CC1CCCO1 (stereo unspecified) | 7 | 2 | 4 | -1 | 0 | -45 | 1468 | 99 | 1.9 | -3 | .
COCCNC(=S)NN=C1CCC(c2ccccc2)CC1 (stereo unspecified) | 4 | 3 | -4 | -10 | -2 | -20 | 1626 | 101 | 0.4 | -3 | -0.22
CCOC(=O)C(=O)c1csc(NC(=O)CCSc2ccc(C)cc2)n1 | 1 | 10 | -1 | -6 | 3 | 11 | 1571 | 107 | 1.6 | -6 | 0.0061
CC1CCCN(c2ccc(C(=O)Nc3cccnc3)cc2[N+](=O)[O-])C1 (stereo unspecified) | 2 | 9 | 2 | -3 | -16 | -19 | 1696 | 101 | 2.4 | 3 | 0.33
CCOC(=O)c1c(COC(=O)c2ccco2)nc2ccccc2[n+]1[O-] | 4 | 5 | 21 | -6 | 5 | -13 | 1582 | 100 | 1.4 | 14 | .
CN(C)CCNc1c2c(nc3nnnn13)CCCC2 | 7 | -7 | 1 | 4 | -11 | -5 | 1479 | 99 | 3.1 | 5 | -0.43
O=C1C=C(Nc2ccccc2O)c2ccccc2C1=O | 4 | 11 | 14 | -12 | -2 | . | 1755 | 100 | 1.8 | 17 | .
CC(=O)Nc1ccc(NC(=O)CCSCCc2ccccn2)cc1 | 3 | 1 | 6 | 0 | 5 | 12 | 1515 | 103 | 0.8 | 7 | 0.46
CC(C)(C)SCCNC(=O)CN(c1ccccc1)S(=O)(=O)c1ccc(F)cc1 | 6 | 6 | 4 | -4 | -6 | 9 | 1799 | 99 | 3.8 | 12 | -0.021
CC1CCc2c(sc(NC(=O)c3ccc(-c4ccccc4[N+](=O)[O-])o3)c2C#N)C1 (stereo unspecified) | 18 | 5 | 12 | -7 | -5 | . | 1378 | 90 | 3.5 | 1 | 0.69
CCN(CC)CCCNC(=O)c1cc2nc3c(c(C(F)(F)F)n2n1)CCc1ccccc1-3 | 19 | -2 | 0 | 7 | -10 | 5 | 1686 | 89 | 2.8 | 6 | -1.4
O=C(CC1c2ccccc2Oc2ccccc21)N1CCN(c2ccccn2)CC1 | 10 | 6 | -7 | 0 | 3 | -5 | 1689 | 96 | -0.1 | -1 | 0.4
CCCCC(=O)OCc1nc(N)nc(Nc2ccccc2C)n1 | -3 | 5 | -4 | -20 | -7 | 1 | 1629 | 101 | 0.3 | 8 | -0.063
COc1ccc(C(=O)/C=C/c2ccc(OC3CSC3)cc2)cc1OC | -14 | 2 | 2 | -2 | 9 | -8 | 1464 | 109 | 8.6* | 2 | -0.22
O=C(NCC1CCCO1)c1ccccc1-c1nc(-c2ccc(F)cc2)no1 (stereo unspecified) | 8 | 11 | -5 | -4 | -4 | 8 | 1507 | 95 | -0.9 | -2 | .
NC(=O)CSc1nc2ccc([N+](=O)[O-])cc2[nH]1 | 12 | 2 | 2 | -10 | 0 | 2 | 1587 | 97 | 0.5 | 3 | 0.3
COc1ccc(C(NC(=O)C2C3C=CC(C3)C2C(=O)O)c2ccccc2)cc1 (stereo unspecified) | 4 | 6 | 4 | -5 | -29 | 1 | 1560 | 103 | 0.5 | 4 | -0.21
Cc1ncsc1CCOC(=O)c1ccc(Cl)cc1 | 12 | 0 | 2 | 16 | -33 | -4 | 1459 | 94 | -1.0 | 0 | -0.82
O=C(/C=C/c1cccc(Cl)c1)Nn1c(-c2cccs2)nc2ccccc2c1=O | -2 | 5 | 6 | -2 | 10 | -20 | 1687 | 102 | 3.9 | 5 | -0.35
COc1cccc(-c2nc(CS(=O)(=O)CC(=O)Nc3cc(C)ccc3C)c(C)o2)c1 | -4 | 6 | 3 | 6 | 7 | -12 | 1611 | 108 | 1.5 | -1 | .
CC1=NC(=O)C(N=Nc2cccc(C(=O)O)c2)N1c1ccccc1 (stereo unspecified) | 65* | 1 | 4 | -4 | 29 | . | 1545 | 45 | 4.6 | 0 | -0.033
O=C1Nc2cc3c(cc2Sc2ccccc21)OCCO3 | -18 | 14 | -3 | -4 | -10 | -3 | 1722 | 119 | 0.4 | 8 | .
O=c1[nH]nc(Cc2ccc(Cl)cc2)c2ccccc12 | 13 | 1 | 22 | -3 | 2 | . | 1559 | 91 | 0.9 | 18 | 0.71
NC(=O)C1CCN(C(=O)COc2ccc(S(=O)(=O)NCc3ccccc3)cc2Cl)CC1 | -2 | 1 | -1 | -5 | 11 | -9 | 1583 | 99 | 1.2 | 4 | -0.069
Cc1c(OC(=O)CNC(=O)OC(C)(C)C)ccc2c3c(c(=O)oc12)CCC3 | 13 | -1 | -7 | -11 | 0 | -13 | 1545 | 94 | 3.6 | -3 | 0.088
Cc1ccccc1-n1c(=O)cc(NCC2CCCO2)[nH]c1=O (stereo unspecified) | 3 | 1 | 2 | 2 | -6 | . | 1440 | 100 | 0.6 | 10 | 0.34
COc1ccc2c(c1OC)C(=O)N(c1ncn[nH]1)C2 | -3 | -1 | 7 | 4 | 1 | 3 | 1633 | 106 | -0.8 | 6 | 0.0086
Brc1ccc(OCCn2ccnc2)cc1 | 6 | 0 | -8 | 3 | 0 | -51 | 1473 | 98 | 1.2 | -2 | .
COc1cc2c(cc1OC)C1(CCCC1)CNC2c1ccc([N+](=O)[O-])cc1 (stereo unspecified) | 4 | 6 | 4 | 10 | 6 | 6 | 1534 | 99 | 0.0 | 10 | -0.91
Cc1cc(/C=C(/C#N)C(=O)Nc2ccccc2)c(C)n1-c1cccnc1 | -3 | 6 | -3 | -5 | -55 | . | 1574 | 111 | 1.2 | 0 | .
CCOc1ccc(NC(=O)c2ccccc2CO)cc1 | 12 | -4 | -4 | -6 | -28 | -26 | 1459 | 94 | 0.7 | -2 | .
CCOc1ccc(C(=O)NCCc2ccccc2)cc1 | 55* | 2 | -12 | -2 | 5 | . | 1361 | 53 | -0.4 | -3 | 0.88
CCOC(=O)c1[nH]c(C)c(C(=O)OCC(=O)N(C)C2CCS(=O)(=O)C2)c1C (stereo unspecified) | 6 | 4 | 4 | 0 | -10 | 8 | 1754 | 97 | 1.0 | 4 | .
CC1=NN(c2ccccc2)C(=O)C1C(=O)c1ccccc1 (stereo unspecified) | -13 | 3 | -4 | 2 | -9 | -4 | 1427 | 106 | -1.6 | 5 | .
O=C(O)c1ccc(C2SCC(=O)N2Cc2ccccc2)cc1 (stereo unspecified) | 8 | 4 | -5 | -7 | -1 | -10 | 1604 | 96 | 0.1 | 8 | 0.033
CC(Nc1ccccc1N1CCCCC1)C(=O)N1CCc2ccccc21 (stereo unspecified) | -2 | 4 | 0 | -4 | -8 | -6 | 1756 | 110 | 0.5 | 13 | -1.8
CC(C)C(Nc1ccc(S(=O)(=O)N2CCOCC2)cc1[N+](=O)[O-])C(=O)O (stereo unspecified) | -7 | 6 | 2 | 0 | -8 | -6 | 1456 | 108 | -0.1 | -3 | 0.56
